D2 potentiator: HTS Assay for Positive Allosteric Modulators of the Human D2 Dopamine Receptor: Primary Screen for Potentiators; D(2) dopamine receptor (Homo sapiens), P14416; HEK293 T-REx D2, calcium flux, EC20 dopamine potentiation; potentiation, % at 10 µM; 0.34% of 340,000 active; AID 485347, 2010;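 active = potentiation over 3 SD above the plate norm, cut at about 30% in these data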; note: 0% is about no effect
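Cells plated with tetracycline inducer and held overnight at 30 C; calcium dye loaded 30–90 min at room temperature; baseline taken, compound added and read 180 s; EC20 dopamine then added and read 180 s.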
D1 agonist: Allosteric Agonists of the Human D1 Dopamine Receptor: qHTS. D(1A) dopamine receptor (Homo sapiens), P21728. HEK293 T-REx D1 cells, calcium flux, agonist mode. activation, % at 2 µM. 1% of 360,000 active. AID 504660, 2011; in the data active = activation above about 30%; note: 0% is about no effect
Target sequence (P21728 whole entry, looked up): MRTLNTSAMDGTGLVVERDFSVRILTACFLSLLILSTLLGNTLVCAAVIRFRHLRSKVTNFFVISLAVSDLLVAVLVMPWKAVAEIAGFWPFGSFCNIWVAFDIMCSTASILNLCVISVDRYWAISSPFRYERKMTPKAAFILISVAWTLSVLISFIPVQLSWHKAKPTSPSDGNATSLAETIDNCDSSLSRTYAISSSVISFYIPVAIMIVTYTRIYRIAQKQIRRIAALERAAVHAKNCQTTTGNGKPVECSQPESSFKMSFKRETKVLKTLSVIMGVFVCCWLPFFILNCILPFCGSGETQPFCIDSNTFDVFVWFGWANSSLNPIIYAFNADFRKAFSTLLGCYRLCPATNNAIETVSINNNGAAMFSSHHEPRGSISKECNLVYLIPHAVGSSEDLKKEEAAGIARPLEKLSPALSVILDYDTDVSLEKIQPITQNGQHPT
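Inducible HEK293 T-REx D1 cells, force-coupled to calcium signalling, were plated at 4000 cells/well with tetracycline and held overnight at 30 C. After no-wash calcium dye loading, compound-evoked calcium rise over 180 s flagged agonists.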
RXFP1 agonist: qHTS Assay for Agonists of the Relaxin Receptor RXFP1; Relaxin receptor 1 (Homo sapiens), Q9HBX9; HEK293T-RXFP1 cAMP TR-FRET, 30 min; response scale: percent of porcine relaxin response, buffer zero; Potency, µM (series often up to 57.5 µM), for inactives: at the top dose activation, most hits filed as activators; 0.3% of 370,000 active; AID 2676, 2010; note: potency is the fitted concentration of half-maximal effect; % is set by controls: 0 for no effect and ±100 for the full control effect; nearly all actives have a fitted effect of over 60% in size; many of its hits are not listed in these tables
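Agonist response is measured as cAMP accumulation in an RXFP1-transfected HEK293T line under PDE4 inhibition. Values are scaled between buffer-only and 29 nM porcine relaxin, and EC50s come from standard Hill equation fits.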
LDHA block: qHTS assay for inhibitors of human lactate dehydrogenase | L-lactate dehydrogenase A chain (Homo sapiens), P00338 | activity change, % (values are at about 110 or 230 µM) | AID 1347041, 2019 | purified LDHA, NADH/diaphorase-resazurin fluorescence; active compounds read low | 0.15% of 480,000 active; in the data active = activity change below about -30%;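 note: plate controls were DMSO wells for no effect and wells without enzyme for full effect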
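Resorufin fluorescence (ex540/em590), read at 0 and 20 min after diaphorase/resazurin addition, reports the NADH left after a 5 min room-temperature reaction of 2 nM human LDH5 with 0.06 mM NADH and 0.2 mM pyruvate.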
Glioma ERSR ind: qHTS for Inducers of the Endoplasmic Reticulum Stress Response (ERSR) in Human Glioma: qHTS; Potency, µM, for the others: at the highest dose activation, most hits filed as activators; 0.02% of 420,000 active; AID 602332, 2012; U87-MG GRP78 promoter luciferase reporter, 16 h; note: potency is the fitted concentration of half-maximal effect; series mostly up to about 76 µM; % of control where 0% means no effect; nearly all actives have a fitted effect of over 35% in size
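ERSR induction read as luciferase luminescence (Bright-Glo, 10 min at room temperature) in stably transfected human U87-MG glioma cells exposed to compounds for 16 h, using GRP78 as sensor.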
D1 antag: Antagonist of Human D 1 Dopamine Receptor: qHTS. D(1A) dopamine receptor (Homo sapiens), P21728. HEK293 TREx D1 cells, calcium flux, dopamine EC80; active compounds read low. 3.2% of 360,000 active. activity change, negative = inhibition, % at 10 µM; in the data active = activity change below about -30%; note: % is set by controls: 0 for no effect and ±100 for the full control effect
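Tetracycline-induced HEK293 T-REx cells with force-coupled D1 receptor were loaded with a no-wash calcium dye. Compound was added after a 10 s baseline and read kinetically for 180 s; EC80 dopamine was then added and calcium flux followed another 180 s.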
Vif-A3G inh: qHTS for Inhibitors of Vif-A3G Interactions: qHTS | AID 602310, 2012 | Potency, µM (titrated, usually from 46.1 µM), for the others: at the top dose activity, negative = active, most hits filed as inhibitors | 0.076% of 410,000 active | HeLa A3G-eYFP + Vif (tagged APOBEC3G with the HIV-1 protein that degrades it), YFP fluorescence, overnight | DNA dC->dU-editing enzyme APOBEC-3G (Homo sapiens), Q9HC16;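 note: potency is the fitted concentration of half-maximal effect; % is set by controls: 0 for no effect and ±100 for the full control effect; nearly all actives have a fitted effect of over 60% in size; hits raise eYFP signal because A3G escapes Vif-driven loss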
Target sequence (Q9HC16 whole entry, looked up): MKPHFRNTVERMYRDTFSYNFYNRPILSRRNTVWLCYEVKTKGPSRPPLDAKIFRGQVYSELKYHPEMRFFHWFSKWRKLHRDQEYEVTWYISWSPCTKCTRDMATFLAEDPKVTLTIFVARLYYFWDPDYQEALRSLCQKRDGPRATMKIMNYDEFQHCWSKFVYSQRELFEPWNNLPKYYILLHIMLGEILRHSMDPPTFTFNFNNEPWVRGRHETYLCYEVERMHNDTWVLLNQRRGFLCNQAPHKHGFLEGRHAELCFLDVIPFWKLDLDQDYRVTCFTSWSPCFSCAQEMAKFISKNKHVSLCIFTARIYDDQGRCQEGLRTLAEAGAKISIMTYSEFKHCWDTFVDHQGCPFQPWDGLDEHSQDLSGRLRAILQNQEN
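Read-out is eYFP fluorescence (Ex 488/Em 500-530) from Vif-expressing HeLa A3G-eYFP cells; more signal means A3G escaped Vif-mediated degradation. Cells plated overnight, compound pinned in, incubated overnight at 37 deg C.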
D1 potentiator: Potentiators of Human D1 Dopamine Receptor: qHTS. HEK293 TREx D1 cells, calcium flux, dopamine EC20 potentiation. potentiation, % at 10 µM. 0.036% of 360,000 active. AID 504651, 2011; in the data active = potentiation above about 30%; note: 0% is about no effect
Vif-APOBEC3F blk: qHTS for Inhibitors of Vif-A3F Interactions: qHTS; HeLa A3F-eYFP + Vif (tagged APOBEC3F with the HIV-1 protein that degrades it), YFP fluorescence increase; 0.2% of 390,000 active; Potency, µM (titrated, usually from 46.1 µM), inactives show at the top dose activity, negative = active; AID 602313, 2012; note: potency is the fitted concentration of half-maximal effect; % of control where 0% means no effect; nearly all actives have a fitted effect of over 65% in size
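HeLa cells stably expressing A3F-eYFP plus Vif, plated and incubated overnight at 37 deg C, then exposed to compounds overnight at 37 deg C. Blocked degradation read as raised yellow fluorescence (Ex 488/Em 500-530).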
Active calls of the source: *; x = no result given; & = joins results of further samples. Unless noted, calls come from the whole dose curve; as a rule, active = well fitted curve in the direction sought with a large enough effect; inconclusive = small, poorly fitted or top-dose-only effect, or another doubt; inactive = no such curve, though single readings can be large; an effect the other way counts as inactive or inconclusive. The list is partial. The share of hits here may be higher or lower than overall.

SMILES	D2 potentiator	D1 agonist	RXFP1 agonist	LDHA block	Glioma ERSR ind	D1 antag	Vif-A3G inh	D1 potentiator	Vif-APOBEC3F blk
O=Cc1ccc(-c2ccc(C(=O)O)cc2)o1	-1	4	19%	1	0%	4	-6%	0	5%
COc1ccc(CNC(=O)Cc2c(C)c3cc4c(C)coc4cc3oc2=O)cc1OC	-2	2	6.1%	-5	1%	-9	0%	2	-8%
Cc1ccc(CN2CCc3nc(N4CCN(c5ccccc5F)CC4)ncc3C2)cc1C	3	1	1.9%	2	0%	-3	5%	0	5%
CCOc1ccc(CN2CCN(CC(O)Cn3c4ccccc4c4ccccc43)CC2)cc1 (stereo not drawn)	x	16	0.5%	-2	-3%	-6	-4%	-2	2%
COc1cc(/C=C(\C#N)C(=O)NCc2ccccc2)ccc1OCc1ccc(C(=O)O)cc1	11	3	0.1%	-13	17%	-5	0%	-3	1%
Cc1cn(CC(=O)NCCCN2CCCC2=O)c(=O)[nH]c1=O	x	x	x	-4	-2%	x	4%	x	1%
COc1ccccc1N1CCN(C/C(O)=C(\C#N)c2nc(-c3ccccc3)cs2)CC1	5	1	0.4%	-1	0%	3	0%	-6	-13%
Cc1nc2ccn(Cc3ccccc3)c(=O)c2cc1C(=O)N1CCN(c2ccccc2F)CC1	8	1	-0.2%	-1	1%	-1	7%	-4	-12%
COc1cc(NC(=O)C2CCCN(c3ncccn3)C2)cc(OC)c1 (stereo not drawn)	5	4	-1.8%	-5	-3%	-3	1%	-4	-15%
CSCC(=O)NC1CCCN(C2Cc3ccccc3C2)C1 (stereo not drawn)	x	-2	0.5%	-2	-3%	22	-2%	-7	2%
COc1ccc(OCC(=O)N(Cc2ccco2)C2CCS(=O)(=O)C2)cc1 (stereo not drawn)	10	1	2.6%	-6	1%	4	0%	1	16%
Cc1ccccc1N(C)S(=O)(=O)c1nnc(NC(=O)C(C)C)s1	7	3	-0.7%	-19	-2%	8	4%	-3	1%
COc1ccc(NC(=O)C[C@H]2C(=O)N(c3ccc(OC)cc3)C[C@@H]2c2ccc(Br)cc2)cc1	x	x	x	5	4%	x	2%	x	-7%
CN(Cc1ccccc1)C(=O)c1cccc(NC(=O)Cc2ccc(NC(=O)C3CCCN(C(=O)C4CCCCC4)C3)cc2)c1 (stereo not drawn)	x	x	x	0	-1%	x	1%	x	8%
Cc1ccc(C(=O)C(SC(C)(C)C)n2cncn2)cc1 (stereo not drawn)	-7	3	0.5%	-1	-3%	-11	-5%	-9	-13%
COc1ccccc1CNC(=O)COC(=O)c1cnc(C)cn1	x	x	x	-20	-4%	x	-3%	x	-14%
N/C(=N\NC(=O)c1cccs1)c1cc2cc(Cl)ccc2oc1=O	-7	1	4.7%	2	1%	7	2%	-6	4%
O=C(NCc1ccccc1CN1CCCC1)c1cccc(S(=O)(=O)Nc2ccc(F)cc2)c1	-26	22	-1.6%	-7	-5%	2	3%	x	-10%
COC(=O)c1ccc(NC(=O)CSc2nc3ccc(OC)cc3[nH]2)cc1	16	17	3.9%	1	0%	-57*	-6%	-4	0%
O=C1CN(C(=O)COC(=O)c2ccc[n+]([O-])c2)c2ccccc2N1	-1	3	1.8%	1	-2%	-2	2%	-6	3%
CSc1nnc(NC(=O)c2ccc(S(=O)(=O)N3CCOCC3)cc2)s1	-2	3	6.8%	-3	1%	0	-3%	-1	3%
COc1ccc(S(=O)(=O)N2CCCCC2)cc1NC(=O)Cn1cnc2c1c(=O)n(C)c(=O)n2C	x	x	x	-6	0%	x	-1%	x	5%
CN(Cc1cccc(F)c1)C(=O)c1ccc(S(=O)(=O)N2CCOCC2)cc1	6	2	1.0%	-10	-4%	7	4%	-4	-3%
COc1ccc(Cc2nnc(SCc3c(C)noc3C)n2C2CCCCC2)cc1OC	-8	1	3.8%	-2	8%	-5	-3%	-2	-11%
CCN(Cc1ccccc1)C(=O)Cn1cc(S(=O)(=O)NC)c(S(=O)(=O)NC)c1	-3	3	-0.1%	-2	-1%	-3	0%	1	-7%

Additional compounds:
SMILES	D2 potentiator	D1 agonist	RXFP1 agonist	LDHA block	Glioma ERSR ind	D1 antag	Vif-A3G inh	D1 potentiator	Vif-APOBEC3F blk
CN(C)CCSc1nc(-c2ccccc2)nc2c1COC(C)(C)C2	-1	2	1.2%	0	-5%	x	0%	-4	-2%
COc1ccc(NC(=O)CCCNC(=O)Cn2cnc3sc(C)c(C)c3c2=O)c(OC)c1	11	0	5.9%	-7	-1%	-16	0%	-4	8%
COc1ccc(-n2c(CN3CCC(C(N)=O)CC3)nc3ccc([N+](=O)[O-])cc3c2=O)c(OC)c1	5	6	0.5%	0	-1%	-7	-2%	-4	-4%
COc1ccc(NC(=O)CSc2nc3nc(C)c(Cc4ccc(C)cc4)c(C)n3n2)cc1OC	10	-3	-1.0%	0	-4%	-11	2%	0	4%
CN1c2ccccc2C(C)(C)C12CCCC(=O)N2 (stereo not drawn)	10	0	-1.1%	15	-6%	-4	-15%	-1	-2%
O=C(c1ccc2c(=O)n3c(nc2c1)CCCCC3)N1CCc2ccccc21	4	-1	-4.3%	-9	2%	-1	-2%	-2	1%
COc1ccccc1NS(=O)(=O)c1ccc(C(=O)N2CCCC(C)C2)cc1 (stereo not drawn)	-6	14	0.2%	-1	-3%	-11	2%	-16	2%
COc1ccc(CCn2c(SCCN3CCCCC3)nc3ccccc3c2=O)cc1OC	-20	4	1.8%	2	3%	-6	4%	-1	0%
COc1cc(C2N(c3ccc(F)cc3)C(=O)C3CCCN32)cc(OC)c1OC (stereo not drawn)	-1	2	-0.4%	1	-4%	7	-5%	x	-10%
CC(C)C(=O)OC1CCS(=O)(=O)c2sccc21 (stereo not drawn)	-1	3	-1.7%	-7	-3%	22	6%	-3	6%
O=c1cc(-c2ccc(F)cc2)nc(SCc2nc(-c3ccccc3Cl)no2)[nH]1	0	1	5.0%	0	-1%	-19	-1%	-1	1%
CCCCCCCCCCCCN1[C@@H](CC(=O)OC)c2cc(F)ccc2S1(=O)=O	x	x	x	1	-3%&-4%	x	3%&-1%	x	7%
CCOC(=O)/C(C#N)=C/c1cccc(F)c1	x	1	-0.7%	-12	3%	2	-4%	-3	11%
O=C(CCc1nnc(Cc2c[nH]c3ccccc23)o1)NC1CCCC1	7	1	0.4%	-6	-1%	-8	1%	-3	6%
C=CCn1c(SCc2nc3ccccc3[nH]2)nnc1-c1ccccn1	-10	3	0.9%	1	1%	-11	-3%	-1	-1%
COc1ccc(CC2(CO)CCN(Cc3c(C)nn(C(C)C)c3C)CC2)cc1	6	1	2.7%	-5	-2%	-26	0%	-3	-5%
O=C(O)c1ccc2c(c1)S(=O)(=O)c1cc(Cl)ccc1C2=O	5	0	-2.6%	0	2%	-18	-2%	0	5%
CCOc1cccc(NC(=O)/C(C#N)=C/c2cccnc2)c1	-6	2	2.3%	-2	1%	-3	-7%	-8	8%
COc1ccccc1NC(=O)c1cccc(N2C(=O)C3C4C=CC(C4)C3C2=O)c1 (stereo not drawn)	18	0	-4.8%	-7	-1%	-8	-2%	5	-2%
CN(CC(=O)Nc1ccc(F)cc1)C(=O)CSc1nnc(Cc2ccccc2)o1	x	x	x	1	-2%	x	1%	x	3%
C=CCn1c(SCC(=O)NCC2CCCO2)nnc1C1CCCCC1 (stereo not drawn)	-3	2	3.3%	-4	-5%	-6	-1%	-3	-3%
COC(=O)c1[nH]c2cccc(OC)c2c1NC(=O)CCN1CCN(c2cccc(Cl)c2)CC1	-22	2	-0.4%	x	x	-24	x	-3	x
COc1ccc(-c2nc(CS(=O)CC(=O)NC3CCCC3)c(C)o2)cc1 (stereo not drawn)	-1	0	4.7%	0	12%	3	0%	-3	3%
COc1ccc(O)c(C(=O)c2coc(=N)c(C(=O)Nc3ccc(SC(F)F)cc3)c2)c1	7	33*	3.2%	4	1%	-11	5%	-1	13µM*
O=C(/C=C/c1ccco1)NC(=S)Nc1ccccc1N1CCOCC1	2	1	-0.4%	7	-5%	4	-6%	-5	-20%
Cc1nc2ccccc2cc1C(=O)Nc1ccccc1Cl	10	1	-2.4%	-6	4%	-10	3%	-2	7%
OC12CCCCC1C(c1ccc3c(c1)OCO3)N(Cc1cccc(F)c1)CC2 (stereo not drawn)	14	2	3.8%	-3	0%	27	-8%	3	-1%
CCC(C)NC(=O)c1c2c(nc3ccccc13)C(=O)N(C1CCCCC1)C2 (stereo not drawn)	2	0	-0.4%	-2	-3%	19	0%	-3	-6%
CC(NC(=O)C1CCCN1S(=O)(=O)c1ccc2c(c1)n(C)c(=O)c(=O)n2C)c1ccccc1 (stereo not drawn)	26	0	7.8%	-4	-2%	-5	0%	-3	-19%
COc1cc(/C=c2/sc3nc(-c4ccccc4)c(-c4ccccc4)n3c2=O)cc(OC)c1OC	13	-1	0.3%	4	-2%	6	-8%	1	2%

Among those listed so far, these have a furan ring, fused or not:
SMILES	D2 potentiator	D1 agonist	RXFP1 agonist	LDHA block	Glioma ERSR ind	D1 antag	Vif-A3G inh	D1 potentiator	Vif-APOBEC3F blk
O=Cc1ccc(-c2ccc(C(=O)O)cc2)o1	-1	4	19%	1	0%	4	-6%	0	5%
COc1ccc(CNC(=O)Cc2c(C)c3cc4c(C)coc4cc3oc2=O)cc1OC	-2	2	6.1%	-5	1%	-9	0%	2	-8%
COc1ccc(OCC(=O)N(Cc2ccco2)C2CCS(=O)(=O)C2)cc1 (stereo not drawn)	10	1	2.6%	-6	1%	4	0%	1	16%
O=C(/C=C/c1ccco1)NC(=S)Nc1ccccc1N1CCOCC1	2	1	-0.4%	7	-5%	4	-6%	-5	-20%
